Bioassay records: PubChem, National Center for Advancing Translational Sciences (NCATS)
Vif-A3F inh – blocks the Vif interaction with APOBEC3F | Potency, µM (highest dose often 46.1 µM), inactives show at the top dose activity, negative = active | HeLa A3F-eYFP + Vif (tagged APOBEC3F with the HIV-1 protein that degrades it), YFP fluorescence increase | AID 602313 | actives 0.2% (n = 390,000); note: potency is the fitted concentration of half-maximal effect; % of control where 0% means no effect; nearly all actives have a fitted effect of over 65% in size
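Fluorescence increase (Ex 488/Em 500-530) after overnight compound treatment at 37 deg C flags inhibition of Vif-driven A3F-eYFP loss in stable HeLa A3F-eYFP/Vif cells seeded overnight beforehand.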
Vif-APOBEC3G blk – inhibitors of Vif-APOBEC3G interaction; HeLa A3G-eYFP + Vif (tagged APOBEC3G with the HIV-1 protein that degrades it), YFP fluorescence, overnight; AID 602310; actives 0.076% (n = 410,000); Potency, µM (highest dose often 46.1 µM), for the others: at the top dose activity, negative = active, actives largely listed as inhibitors;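 note: potency is the fitted concentration of half-maximal effect; % is set by controls: 0 for no effect and ±100 for the full control effect; nearly all actives have a fitted effect of over 60% in size; hits raise eYFP signal because A3G escapes Vif-driven loss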
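HeLa cells stably expressing Vif and C-terminally eYFP-tagged A3G, seeded overnight at 37 deg C, then exposed to compound by pintool overnight at 37 deg C. Rise in yellow fluorescence (Ex 488/Em 500-530, Acumen) marks blocked Vif-driven A3G degradation.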
IDH1 R132H inh – inhibitors of human mutant IDH1 R132H. O75874. Potency, µM (top dose mostly 76.6 µM), without a hit: top-dose activity change, negative = inhibition, usual class: inhibitors. actives 0.093% (n = 390,000). AID 602179. IDH1-R132H enzyme, NADPH consumption, diaphorase/resazurin fluorescence; note: potency is the fitted concentration of half-maximal effect; % is set by controls: 0 for no effect and ±100 for the full control effect; nearly all actives have a fitted effect of over 65% in size
Target sequence (O75874 whole entry R132H, stated change not applied): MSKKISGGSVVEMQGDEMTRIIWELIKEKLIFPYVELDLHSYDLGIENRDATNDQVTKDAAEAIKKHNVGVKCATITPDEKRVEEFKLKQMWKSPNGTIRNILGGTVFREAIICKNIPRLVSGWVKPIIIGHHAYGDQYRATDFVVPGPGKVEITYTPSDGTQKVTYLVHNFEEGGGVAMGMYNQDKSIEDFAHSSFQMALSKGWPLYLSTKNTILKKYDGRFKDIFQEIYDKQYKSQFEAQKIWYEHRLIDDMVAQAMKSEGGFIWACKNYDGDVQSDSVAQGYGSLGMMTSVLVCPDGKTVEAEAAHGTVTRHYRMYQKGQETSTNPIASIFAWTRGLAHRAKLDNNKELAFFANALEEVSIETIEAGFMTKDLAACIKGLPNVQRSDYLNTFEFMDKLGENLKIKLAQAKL
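IDH1-R132H (0.5 ug/mL) preincubated 30 min with compound, then NADPH (0.016 mM) and alpha-KG (2 mM) added; 80 min at RT, pH 7.5. Remaining NADPH coupled via diaphorase/resazurin to fluorescence (540/590 nm); concentration-response curves normalized to no-enzyme control.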
USP1-UAF1 inh – blocks the human USP1/UAF1 deubiquitinase complex | O94782 | recombinant USP1/UAF1, Ub-Rhodamine cleavage fluorescence | Potency, µM (doses to about 57.1 µM), for the others: at the highest dose activity change, negative = inhibition, actives largely listed as inhibitors | actives 0.23% (n = 390,000); note: potency is the fitted concentration of half-maximal effect; % is set by controls: 0 for no effect and ±100 for the full control effect; nearly all actives have a fitted effect of over 60% in size; inactives centre near -12
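In this screen, compounds sit with the deubiquitinase complex (1nM) for 15 min at room temperature before Ub-Rho is added at 150nM final. Fluorescence rise is then followed for 6 reads every 60 seconds.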
Glioma ERSR ind – inducers of ER stress response in human glioma cells | U87-MG GRP78 promoter luciferase reporter, 16 h | Potency, µM, for inactives: at the highest dose activation, most hits filed as activators | actives 0.02% (n = 420,000) | AID 602332; note: potency is the fitted concentration of half-maximal effect; series mostly up to about 76 µM; % of control where 0% means no effect; nearly all actives have a fitted effect of over 35% in size
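ERSR induction read as luciferase luminescence (Bright-Glo, 10 min at room temperature) in stably transfected human U87-MG glioma cells exposed to compounds for 16 h, using GRP78 as sensor.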
PI4K2A inh – PI4K2A (human) kinase inhibition; Q9BTU6; purified PI4K2A, ADP-Glo luminescence, 1 h; hits give low values; activity change, negative = inhibition, % at 76.9 µM; actives 0.13% (n = 420,000); in the data active = activity change below about -50%; inconclusive = mostly about -30% to -49%;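 note: -100% = wells without enzyme as full effect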
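ADP-Glo luminescence measured ADP generated by PI4K2A enzyme (4 ug/mL before mixing) with 1.2 mM PI substrate (pre-mix) and 300 microM ATP (pre-mix). Tris pH7.5 buffer with MgCl2, Triton X-100; 1 h reaction at ambient temperature.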
TrxR1 substrate – substrates of rat thioredoxin reductase 1. AID 588456. Potency, µM (titrated, usually from 114 µM), inactives show at the top dose activity change, negative = substrate turnover. actives 0.01% (n = 390,000). O89049. purified TrxR1 substrate turnover, NADPH consumption readout; note: potency is the fitted concentration of half-maximal effect; % is set by controls: 0 for no effect and ±100 for the full control effect; nearly all actives have a fitted effect of over 50% in size
Target sequence (O89049 whole entry, looked up): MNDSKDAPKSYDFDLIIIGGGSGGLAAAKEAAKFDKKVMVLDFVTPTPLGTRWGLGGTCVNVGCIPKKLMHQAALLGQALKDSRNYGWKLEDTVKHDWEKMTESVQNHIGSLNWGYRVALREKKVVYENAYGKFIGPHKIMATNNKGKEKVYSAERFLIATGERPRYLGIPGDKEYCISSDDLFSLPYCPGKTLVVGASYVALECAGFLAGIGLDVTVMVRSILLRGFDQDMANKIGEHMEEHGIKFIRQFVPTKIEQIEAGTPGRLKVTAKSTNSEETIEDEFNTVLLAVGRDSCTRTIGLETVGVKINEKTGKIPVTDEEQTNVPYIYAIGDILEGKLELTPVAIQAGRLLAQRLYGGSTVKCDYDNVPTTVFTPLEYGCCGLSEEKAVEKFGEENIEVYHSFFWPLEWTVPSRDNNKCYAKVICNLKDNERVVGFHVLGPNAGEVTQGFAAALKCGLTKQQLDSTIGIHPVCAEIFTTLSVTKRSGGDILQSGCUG
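Rat TrxR1, dispensed at 90 nM, was prereduced with 400 uM NADPH (final) for 5 min at ~22 deg C, then incubated with compound 15 min before 400 uM selenite. A first-read NADPH fluorescence drop versus no-compound background flagged substrates.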
LDHA block – inhibitors of human lactate dehydrogenase A. actives 0.15% (n = 480,000). purified LDHA, NADH/diaphorase-resazurin fluorescence; hits give low values. AID 1347041. activity change, % (values are at about 110 or 230 µM). P00338; in the data active = activity change below about -30%; inconclusive = mostly about -25% to -30%;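 note: plate controls were DMSO wells for no effect and wells without enzyme for full effect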
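Human LDH5 at 2 nM final in Tris HCl pH 7.4 with 0.06 mM NADH and 0.2 mM pyruvate, reacted 5 minutes at room temperature. Remaining NADH coupled via diaphorase/resazurin; resorufin fluorescence read at 0 and 20 minutes, normalized to enzyme-free and DMSO wells.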
RXFP1 ag – RXFP1 (human) receptor agonism; AID 2676; actives 0.3% (n = 370,000); HEK293T-RXFP1 cAMP TR-FRET, 30 min; response scale: percent of porcine relaxin response, buffer zero; Q9HBX9; Potency, µM (titrated, usually from 57.5 µM), without a hit: at the top dose activation, hits mostly activators; note: potency is the fitted concentration of half-maximal effect; % is set by controls: 0 for no effect and ±100 for the full control effect; nearly all actives have a fitted effect of over 60% in size; many of its hits are not listed in these tables
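cAMP rise read by TR-FRET after 30 min, 37C compound exposure (up to 58 uM) in RXFP1-transfected HEK293 cells with Ro 20174 present. EC50 from Hill-equation fits, with 29 nM porcine relaxin as 100% and buffer as basal.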
* hit, by the source's call; ? = inconclusive; · = not tested or not shown; & = joins results of further samples; [ ] = dose if it differs, or a comment. Unless noted, calls come from the whole dose curve; as a rule, active = well fitted curve in the direction sought with a large enough effect; inconclusive = small, poorly fitted or top-dose-only effect, or another doubt; inactive = no such curve, though single readings can be large; an effect the other way counts as inactive or inconclusive.

SMILES	Vif-A3F inh	Vif-APOBEC3G blk	IDH1 R132H inh	USP1-UAF1 inh	Glioma ERSR ind	PI4K2A inh	TrxR1 substrate	LDHA block	RXFP1 ag
O=C(COc1ccc(S(=O)(=O)NCc2ccccc2)cc1Cl)NCc1ccccn1	0%	-5%	6%	-20%	-3%	0	5%[57.1 µM]	-8	-1.2%
Cc1ccc(-n2nnnc2CNC(=O)C2CC(=O)N(c3ccccc3)C2)cc1C (stereo not drawn)	1%&-9%	-3%&-2%	-3%&-9%	-27%&-24%	3%&-1%	-3&-1	4%	-3&-9	-3.9%&-1.8%
COc1cccc(CNC(=O)Cn2nc(-c3ccc(Cl)cc3)ccc2=O)c1	5%&-16%	1%&0%	0%&3%	-20%&-11%	-2%&-1%	2&1	6%&11%[57.1 µM]	-4&-5	2.5%&0.4%
CC(=O)Nc1ccc(S(=O)(=O)Nc2cccc(-c3ccc(N4CCC(C)CC4)nn3)c2)cc1	3%	-2%	31%	?	-10%	-12	-7%[57.1 µM]	-7	0.2%
Cc1ccc(OCC(=O)Nc2nnc(S(=O)(=O)N3CCC(C)CC3)s2)cc1	0%	2%	-4%	-10%	-3%	-10	-4%	2	0.1%
Fc1ccc(-c2csc3ncnc(Cl)c23)cc1	-8%	1%	6%	-20%	-6%	-2	-1%	1	-1.1%
CC(C)CC(=O)N(c1ccc(F)cc1)C1C=CS(=O)(=O)C1 (stereo not drawn)	-3%	0%	3%	12%	2%	3	13%	-16	3.7%
O=C(CCS(=O)(=O)c1ccccc1)N1CCN(c2ccc(F)cc2)CC1	2%	2%	14%	-13%	?	-3	15%	1	-4.3%
Cn1c(CNC(=O)CNS(=O)(=O)c2ccc(Cl)cc2)cc(=O)n(C)c1=O	4%	-6%	1%	-16%	-4%	-2	-15%[57.1 µM]	-2	9.9%
CCOC(=O)COc1ccc(S(=O)(=O)N2CCN(C(=O)OCC)CC2)cc1	-3%	4%	7%	-1%	4%	7	5%	1	0.7%
Cc1[nH]c2ccccc2c1C(=O)CSCC(=O)O	1%	-1%	12%	-24%	-2%	3	-7%	1	0.6%
CNc1cncc(-c2c(OC)cccc2OC)n1	·	-20%	·	·	-2%	-6	·	1	·
COc1cccc(C2CC(=O)Nc3c2ccc(C)c3C)c1OC (stereo not drawn)	3%	-1%	12%	-19%	3%	-2	-3%	-3	0.3%
C=CCN1C(=O)/C(=c2\sc3nc(=O)c(Cc4ccccc4Cl)nn3c2=O)c2ccccc21	-3%	-1%	-2%	-14%	-3%	1	-24%[57.1 µM]	6	1.3%
CC(C)CCNC(=O)C1CC2Cn3c(nc4cc(Cl)c(Cl)cc43)C2N1C (stereo not drawn)	0%	4%	4%	?	-5%	4	1%	0	·
Cn1c(SCc2cccc([N+](=O)[O-])c2)nc2c(c1=O)SCC2	9%	-1%	20%	-18%	-4%	13	-4%	-3	3.4%
S=C(NCC1CCCO1)n1nnc2ccccc21 (stereo not drawn)	-2%	2%	-4%	-15%	-1%	1	7%	-1	-2.2%
Clc1ccccc1CSc1cnnc2ccccc12	0%	-5%	6%	-11%	5%	9	6%	-6	·
CCCn1c(SCC(=O)NCc2ccccc2)nnc1-c1ccncc1	2%	2%	2%	-7%	-3%	1	13%[57.1 µM]	-5	-0.2%
CCOc1ccc(CNC(=O)CCCn2ccc3cc(S(=O)(=O)N4CCCC4)ccc32)cc1	-7%	-9%	0%	-26%	-1%	2	0%	1	3.7%

Fetched by compound from the entries so far:
SMILES	Vif-A3F inh	Vif-APOBEC3G blk	IDH1 R132H inh	USP1-UAF1 inh	Glioma ERSR ind	PI4K2A inh	TrxR1 substrate	LDHA block	RXFP1 ag
S=C(NCC1CCCO1)n1nnc2ccccc21 (stereo not drawn)	-2%	2%	-4%	-15%	-1%	1	7%	-1	-2.2%
Clc1ccccc1CSc1cnnc2ccccc12	0%	-5%	6%	-11%	5%	9	6%	-6	·

(next part)
SMILES	Vif-A3F inh	Vif-APOBEC3G blk	IDH1 R132H inh	USP1-UAF1 inh	Glioma ERSR ind	PI4K2A inh	TrxR1 substrate	LDHA block	RXFP1 ag
COc1cc2c(cc1OC)C(c1ccccc1[N+](=O)[O-])=NCC2	·	0%	·	·	1%	0	·	1	·
O=c1cc(-c2ccc(O)cc2)oc2ccccc12	0%	-8%	8%	-13%	-3%	0	-3%[57.1 µM]	-5	3.0%
COc1ccc(-c2nc(CN(C)C(C)c3ccon3)c(C)o2)c(C)c1C (stereo not drawn)	15%	7%	-5%	-14%	0%	-2	10%[57.1 µM]	-9	0.7%
CCOC(=O)[C@@H]1[C@H]2COc3ccc(Br)cc3[C@@H]2N2C(=O)N(c3ccc(C)cc3)C(=O)[C@]12C	3%	0%	-14%	?	-2%	1	-1%[57.1 µM]	-7	-1.5%
COc1ccc(NC(=O)CCNS(=O)(=O)c2cc(Br)ccc2Br)cc1S(N)(=O)=O	-11%	1%	-1%	?	-5%	6	-5%	-11	-0.2%
CN(Cc1ccccc1)c1ccc2nnc(-c3ccccc3)n2n1	1%	0%	7%	-16%	-3%	-2	6%	-7	2.6%
O=C1C2C3C=CC([C@@H]2C(=O)N1Cc1cccnc1)C31CC1 (stereo partly drawn)	-7%	0%	0%	-8%	-2%	7	-6%	-4	-0.1%
c1ccc2oc(-c3[nH]ncc3CN3CCSCC3)cc2c1	19%	0%	9%	-17%	-2%	-1	-3%	-9	0.7%
COc1cc(NS(C)(=O)=O)ccc1Nc1c2ccccc2nc2ccccc12	4%	-3%	13%	-27%	-11%&-8%&6%	-2&-4	66%[activator][57.1 µM]	3	-3.8%
COC(=O)C1=[N+]([O-])OC(C(=O)OC)C1c1c[nH]c2ccccc12 (stereo not drawn)	-6%	1%	0%	-8%	-2%	-4	5%	1	2.4%
NC(CC(=O)O)c1ccc(F)cc1 (stereo not drawn)	-27%	-20%	2%	-15%	-1%	1	-5%	-9	1.9%
O=C(NC(=S)Nc1ccc(Cl)cn1)C12CC3CC(CC(C3)C1)C2	?	7%	4%	-21%	4%	-2	0%	-2	0.0%
Cc1ccc(S(=O)(=O)NCCC(=O)N2CCCC(C)C2)cc1 (stereo not drawn)	-12%	1%	-14%	-1%	-2%	1	-2%[57.1 µM]	-7	-0.7%
O=C(CCN1CCOCC1)NCc1ccccc1	1%	2%	-2%	-9%	-1%	-5	6%	-12	0.4%
Cc1ccc(SC(=O)COc2ccccc2C)cc1	5%	4%	-3%	-5%	13%	113	0%	0	3.3%
CC1CCCCC1NC(=O)CSc1nnc(-c2ccccc2)n1N (stereo not drawn)	1%	-4%	-8%	-4%	-15%	5	-7%	-6	-2.0%
Cc1nnc(SCC(=O)N2CC(C)OC(C)C2)n1-c1ccccc1 (stereo not drawn)	2%	-2%	0%	6%	1%	-9	1%	-14	2.6%
O=C(Nc1ccccc1Cl)c1ccccc1	-17%	-3%	15%	-11%	7%	2	4%[57.1 µM]	-9	0.9%
Cc1onc(-c2ccccc2)c1C(=O)OCC(=O)Nc1ccccc1Cl	1%	0%	10%	-8%	-4%	5	·	-5	·
CCCCN(C(=O)c1cccc(S(=O)(=O)N2CCN(C)CC2)c1)c1c(N)n(CC(C)C)c(=O)[nH]c1=O	-12%	4%	-5%	-2%	-1%	-2	-2%	-5	-1.7%
COc1nc(NCc2cccnc2)nc(OC)n1	-2%	2%	11%	5%	-7%	-1	1%	-1	2.9%
CCN(c1ccc(OC)cc1)S(=O)(=O)c1c(C(=O)N2CCCCCC2)c(C)n(C)c1C	2%	0%	-6%	-4%	-2%	-1	4%[57.1 µM]	-4	0.9%
COc1cc(CCCN2C(N)=NC[C@@H]2c2ccccc2)cc(OC)c1OC	1%	-2%	18%	-23%	-4%	-1	10%[57.1 µM]	-9	-0.5%
CC(=O)c1c(O)c2ccccc2n(C2CCCCC2)c1=O	0%	1%	4%	-4%	-3%	-8	2%	0	2.2%
NC(=O)C1CCCN(CC(=O)Nc2cc(S(=O)(=O)N3CCOCC3)ccc2N2CCCC2)C1 (stereo not drawn)	-4%	3%	12%	-22%	-5%	1	-3%	1	12%
COCC(=O)Nc1nnc(-c2ccc(C(C)(C)C)cc2)s1	-6%	0%	-12%	-8%	-1%	-1	-2%	-4	0.9%
O=C(C1CCN(c2ccc(N3CCOCC3)nn2)CC1)N1CCN(c2ccc(F)cc2)CC1	0%	0%	1%	-13%	-3%	-4	61%[activator]	-2	1.4%
Cc1coc2c(C)c3oc(=O)c(CCC(=O)N[C@H](C(=O)O)C(C)C)c(C)c3cc12	-9%	-1%	0%	6%	-1%	-2	·	3	·
CCn1c(SCC(=O)OC(C)C)nnc1-c1ccccc1OC	-6%	0%	-1%	-9%	-2%	17	2%	-3	3.1%
COc1ccc(CNC(=S)NC2CCCCC2)cc1	-5%	2%	-16%	-24%	8%	6	-16%	-7	-0.9%
Cc1ccccc1OCCn1c(CCNC(=O)C2CCCCC2)nc2ccccc21	-7%	3%&4%	-14%	-14%	-2%&-7%	2	5%&2%	-14&-15	-2.3%
CCCC(=O)N(c1ccc2oc(=O)sc2c1)S(=O)(=O)c1cccs1	0%	-8%	-1%	-21%	-4%	?	6%[57.1 µM]	-1	1.0%
CCN(CC)CCN(Cc1cc2cc(C)cc(C)c2[nH]c1=O)C(=S)NCc1ccco1	-4%	1%	0%	-17%	-3%	-2	3%	-1	-1.2%

Not all compounds are listed (hit frequency here may not be typical).
